Source: PubChem (several laboratories)
Arrestin-AP2 inh = blocks beta-arrestin peptide binding to AP2 adaptin. FITC-arrestin peptide / GST-AP2 beads, flow cytometry; AP2 beta2 appendage carries R879A mutation. inhibition, % at 10 µM. 340,000 tested, 0.31% active. AID 504490;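 active means inhibition above a set limit, near 3 SD of compounds lacking own fluorescence, cut at about 54% in these data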;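 further: plate controls were DMSO wells for no effect and 5 µM unlabelled arrestin peptide for full effect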
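System: GST-AP2 R879A glutathione beads | Also added: FITC-arrestin peptide, 50 nM | Times: 12 min plus 1 h, RT | Signal: Bead flow cytometry, FITC channel | Buffer or medium: PBS with 0.05% Tween 20 and 0.1% BSA | Read-out basis: Percent drop in bead-associated FITC signal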
HTR5A ag = HTR5A agonism, opioid heterodimer counter-screen; 340,000 tested, 0.61% active; P47898; HTR5A agonist assay, luminescence, cell-based; activation, % at 9.3 µM; in the data active means activation mostly above about 9.5%, no sharp cut-off; inactive means mostly below about 7.6%;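 further: 0% = cells with vehicle only and 100% = reference agonist; strong numbers were not always called active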
MOR-DOR inv ag = inverse agonist of human OPRM1-OPRD1 heterodimerization; P35372+P41143; cell-based MOR-DOR heterodimer luminescence, inverse agonism; inhibition, % at 9.3 µM; 340,000 tested, 0.21% active; AID 504357; in the data active means inhibition above about 22%, passing the limit was not always enough;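 further: 0% = cells with DMSO and 100% = wells without cells with DMSO; values of inactives mirror those of a sister screen read the other way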
Target sequence (P35372 whole entry, looked up): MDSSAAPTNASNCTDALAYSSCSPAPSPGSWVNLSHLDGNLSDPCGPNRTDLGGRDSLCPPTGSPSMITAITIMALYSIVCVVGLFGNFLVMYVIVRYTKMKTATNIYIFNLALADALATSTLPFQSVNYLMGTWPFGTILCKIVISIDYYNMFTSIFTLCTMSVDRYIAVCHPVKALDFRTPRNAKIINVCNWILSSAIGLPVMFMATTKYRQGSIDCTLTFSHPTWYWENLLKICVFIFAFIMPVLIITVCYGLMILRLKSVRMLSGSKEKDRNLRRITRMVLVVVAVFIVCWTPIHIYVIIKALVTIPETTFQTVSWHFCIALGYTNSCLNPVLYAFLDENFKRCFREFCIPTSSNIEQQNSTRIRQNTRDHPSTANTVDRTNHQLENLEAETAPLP
Target sequence (P41143 whole entry, looked up): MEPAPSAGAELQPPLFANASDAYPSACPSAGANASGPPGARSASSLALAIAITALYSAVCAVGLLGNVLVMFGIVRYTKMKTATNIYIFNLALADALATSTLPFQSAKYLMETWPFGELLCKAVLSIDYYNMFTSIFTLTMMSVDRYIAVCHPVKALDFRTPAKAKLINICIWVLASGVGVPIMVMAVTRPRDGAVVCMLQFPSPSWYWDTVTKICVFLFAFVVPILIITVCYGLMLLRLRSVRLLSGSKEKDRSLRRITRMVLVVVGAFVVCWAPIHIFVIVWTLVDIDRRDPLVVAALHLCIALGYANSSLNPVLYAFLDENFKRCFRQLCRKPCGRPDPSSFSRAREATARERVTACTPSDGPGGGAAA
DAGLB inh = diacylglycerol lipase beta (human) inhibition; Q8NCG7; HEK293T DAGLB membrane lysate, EnzChek fluorogenic substrate; inhibition, % at 5.17 µM; 340,000 tested, 0.059% active; AID 504411; in the data active means inhibition above about 34%;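 further: 0% = enzyme with vehicle and 100% = wells lacking enzyme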
PKA-R2B activ = activates the human PKA-R2B holoenzyme complex; 340,000 tested, 0.079% active; PKA-R2B holoenzyme dissociation, Cy5-IP20 fluorescence polarization; R2B truncated from residue 108, S112A mutant; 0% DMSO only, 100% 113 µM cGMP; activation, % at 11.4 µM;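 active means activation above a cutoff set at the mean over all compounds plus 3 SD, cut at about 18% in these data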;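 further: higher means more holoenzyme dissociation and a rise in polarization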
MOR-DOR ag = OPRM1-OPRD1 heterodimerization agonism; activation, % at 9.3 µM; P35372+P41143; AID 504326; cells, luminescence; 340,000 tested, 0.3% active; in the data active means activation above about 18%;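 further: 0% = vehicle-treated cells and 100% = reference agonist; values of inactives mirror those of a sister screen read the other way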
HTR5A inv ctr = counter-screen for OPRM1-OPRD1 inverse agonists: human HTR5A inverse agonism. 340,000 tested, 0.083% active. inhibition, % at 9.3 µM. HTR5A cell line, luminescence; in the data active means inhibition mostly above about 23%, no sharp cut-off; inactive means mostly below about 18%;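 further: 0% = cells with DMSO and 100% = no-cell wells with DMSO; some compounds called inactive have numbers as strong as hits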
V-ATPase pHluor = regulators of yeast V-ATPase proton transport; response, % at 10 µM; 350,000 tested, 0.37% active; S. cerevisiae, pHLuorin cytosolic pH fluorescence; AID 504577; in the data active means response mostly above about 7.3%, no sharp cut-off; inactive means mostly below about 5.4%; further: actives read high; inactives centre near 0; some compounds called inactive have numbers as strong as hits; reference of the scale not given here
Pemphigus Ab inh = human desmoglein-3 autoantibody binding inhibition; P32926; DSG3-coupled beads, scFv-anti-DSG3-GFP binding, flow cytometry; stronger effect = lower value; binding (percent of control), % at 10 µM; 310,000 tested, 0.48% active; AID 588358;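 active means binding more than 3 SD below its plate's average and above zero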;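 further: hits lower antibody fragment binding to DSG3; some compounds called inactive have numbers as strong as hits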
PKA-R1A activ = PKA-R1A complex activation | P00514+P68181 | PKA-R1A dissociation, Cy5-IP20 fluorescence polarization; scaled: DMSO 0%, 113 µM cGMP 100% | activation, % at 11.4 µM | 340,000 tested, 0.083% active | AID 504707;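 active means percent activation above the mean of all tested compounds plus 3 SD, cut at about 19% in these data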;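 further: higher means more PKAc released from R1A so a rise in polarization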
Numbers without * were called inactive; . = not tested or not shown.

Each structure is followed by: Arrestin-AP2 inh | HTR5A ag | MOR-DOR inv ag | DAGLB inh | PKA-R2B activ | MOR-DOR ag | HTR5A inv ctr | V-ATPase pHluor | Pemphigus Ab inh | PKA-R1A activ
CCOC(=O)c1cc(C#N)c(N2CCCNCC2)nc1C(F)(F)F
→ -5 | 3 | 1 | -2 | -5 | -0.3 | -10 | 0 | . | 2
Cc1cccc(NC(=O)c2ccc(NS(=O)(=O)c3cccc4cccnc34)cc2)c1
→ 7 | 0 | -9 | -3 | -7 | 1.9 | -1 | 2 | 132 | 1
Cc1ccc(S(=O)(=O)N2Cc3ccccc3CC2C(=O)NC(C)(C)C)cc1 (configuration not stated)
→ 24 | 2 | 11 | -4 | -4 | -2.1 | -5 | 4 | 112 | -2
COc1cc(-c2nc(S(=O)(=O)c3ccccc3)c(N3CCOCC3)o2)cc(OC)c1OC
→ 33 | 0 | 11 | -1 | 1 | -2.2 | -35 | -1 | . | -3
c1cncc(C2SCCCS2)c1
→ . | . | . | 0 | 1 | . | . | 0 | 100 | 0
Cc1cccc(NC(=O)c2nc[nH]c2C(=O)N(C)Cc2ccccc2)c1
→ -1 | -1 | -38 | -1 | -11 | 8.2 | -7 | -11 | 98 | -11
CCCCN(CC(=O)Nc1cccc(S(=O)(=O)N2CCCC2)c1)Cc1nc2ccccc2c(=O)[nH]1
→ -7 | 3 | 22 | 0 | -13 | -4.6 | 17 | -1 | 104 | -4
CC(C)Cn1c(=S)[nH]c2cc(C(=O)NCc3ccccc3F)ccc2c1=O
→ 13 | 3 | -18 | 1 | 4 | 4.5 | -24 | -4 | 96 | -2
O=C(Cc1ccc(NC2=NC3CS(=O)(=O)CC3S2)cc1)NCc1ccccc1 (configuration not stated)
→ -10 | 6 | 13 | -3 | 0 | -2.4 | -2 | -1 | 98 | -10
O=C(NCCCN1CCN(c2ccccc2F)CC1)Nc1ccc(F)cc1
→ 22 | 1 | 12 | -2 | -3 | -2.7 | -4 | -1 | 115 | -2
Cc1ccc(-c2csc(NC(=S)NC(=O)c3ccco3)n2)cc1
→ -5 | 2 | -1 | -6 | -4 | 0.2 | 12 | 1 | 77 | -1
COc1n[nH]c(C(=O)Nc2nc3ccccc3s2)c1[N+](=O)[O-]
→ 6 | 0 | 3 | 2 | -3 | -0.5 | 1 | 1 | 104 | 0
CCC(=O)Nc1ccc(NC(=O)c2cc3ccccc3o2)cc1
→ 8 | -1 | 3 | -2 | 7 | -0.8 | 16 | -2 | 110 | 1
CSCC(O)Cn1ncc2ccccc2c1=O (configuration not stated)
→ 19 | -1 | 2 | -1 | -11 | -0.4 | -9 | 7 | 109 | -9
O=C(NCc1ccccc1)C1c2ccccc2Oc2ccccc21
→ 4 | -5 | 1 | -2 | -1 | -0.2 | 15 | 7 | 97 | -7
Cc1c(NS(=O)(=O)c2cc(C(=O)Nc3ccc(F)cc3Cl)ccc2Cl)c(=O)n(-c2ccccc2)n1C
→ 1 | 2 | 0 | 1 | -12 | 0.0 | -16 | 2 | 106 | -8
O=C(CS(=O)(=O)c1cn(CC(=O)N2CCOCC2)c2ccccc12)NCc1ccc(F)cc1
→ 3 | 3 | 0 | 0 | 0 | -0.1 | -3 | -4 | 105 | -5
Cc1[nH]c2c(ccc3cccnc32)c1C
→ 21 | -1 | -14 | -4 | -5 | 2.8 | -9 | -5 | 98 | 4
CC(C)(C)NC(=O)CN(C(=O)CNS(=O)(=O)c1ccc(Cl)cc1)c1ccc2c(c1)OCCO2
→ 20 | 0 | -1 | -3 | -4 | 0.1 | 4 | 5 | . | -3
CCc1c(C)nc2cc(-c3ccc(OC)cc3)[nH]n2c1=O
→ -3 | 5 | -5 | -1 | 2 | 1.1 | -7 | -3 | 98 | -11
COCCN(C(=O)COC(=O)CCCOc1ccccc1)c1c(N)n(Cc2ccccc2)c(=O)[nH]c1=O
→ 3 | -3 | 8 | -2 | -8 | -1.6 | 7 | 2 | 102 | -8
CCc1nn(CC(=O)NCCCN(Cc2ccccc2)C(C)C)c(=O)c2cc3sccc3n12
→ 6 | 8 | -12 | -5 | -2 | 2.2 | -20 | -2 | 112 | 2
CC(C)c1[nH]nc2c1C(C(C)C)C(C#N)=C(N)O2 (configuration not stated)
→ 24 | 3 | 8 | 0 | 5 | -1.6 | 0 | 1 | 98 | -4
CCCCNC(=O)CCCn1c(=O)c2ccccc2n(CC(=O)NCCC2=CCCCC2)c1=O
→ 29 | 1 | 8 | -3 | -11 | -2.0 | -11 | 4 | 111 | -6
O=C1C2C3C=CC(C3)C2C(=O)N1c1nccs1 (configuration not stated)
→ -4 | 0 | 9 | 1 | -4 | -1.9 | -1 | 9.4* | . | 0
O=C(CCc1ccc(S(=O)(=O)N2CCOCC2)cc1)Nc1ccccc1F
→ 7 | -3 | 16 | -4 | -3 | -3.1 | 10 | 0 | 97 | -7
CCOc1ccc(-n2c(O)c(/C=N/NC(=O)C3COc4ccccc4O3)c3ccccc3c2=O)cc1 (configuration not stated)
→ -2 | 1 | 11 | 11 | 1 | -2.0 | -36 | -4 | 125 | 1
CCC(CC)C(=O)N=C1SC2CS(=O)(=O)CC2N1CCc1ccc(OC)cc1 (configuration not stated)
→ 8 | 4 | 0 | -4 | 4 | -0.1 | 13 | 4 | 107 | 0
CSc1ccc(/C=C/C(=O)N2CCCN(C)CC2)cc1
→ -24 | 0 | 9 | -2 | 1 | -1.7 | 1 | -2 | 103 | -7
Cc1ccc(C(=O)OCC(=O)NCc2cc(C)c(O)c(C)c2)cc1S(=O)(=O)N1CCCCC1
→ 20 | 1 | -3 | 0 | -10 | 0.6 | -1 | 2 | 107 | 0
COc1ccc(C2C(C#N)=C(N)Oc3cc(C)n(Cc4ccncc4)c(=O)c32)cc1 (configuration not stated)
→ 15 | 5 | 8 | -1 | -6 | -1.3 | -19 | -1 | 105 | 6
O=S(=O)(c1cccc(Cl)c1)N1CCN(S(=O)(=O)c2ccc3c(c2)OCCO3)CC1
→ 13 | -2 | 16 | -3 | -9 | -2.8 | 19 | -2 | 100 | -18
N=c1c(S(=O)(=O)c2ccc(Br)cc2)cc2c(=O)n3ccccc3nc2n1Cc1ccccc1
→ -7 | -1 | 5 | 0 | 4 | -1.0 | 8 | 3 | 94 | 11
CCCCn1c(N)c(N(CC(C)C)C(=O)COc2cc(C)ccc2Cl)c(=O)[nH]c1=O
→ 35 | 1 | 10 | 3 | 0 | -2.1 | 11 | 3 | 101 | -3
Cc1cccc(CS(=O)(=O)c2ncc(Cl)c(C(=O)NCc3ccccc3)n2)c1
→ 0 | -5 | 28 | 1 | -3 | -5.3 | 28 | 0 | 96 | 2
COc1ccc(NC(=O)[C@@H](NC(N)=O)C(C)C)cc1Cl
→ 5 | -2 | 11 | -3 | 2 | -2.0 | 5 | -2 | 98 | 0
CCNc1nc(-c2cc(C)n(Cc3ccco3)c2C)cs1
→ -2 | 0 | 9 | 4 | 0 | -1.8 | 0 | 0 | 91 | 1
CC12CC(NC(=O)N1CCc1ccccc1)c1cc(Cl)ccc1O2 (configuration not stated)
→ 0 | 5 | -11 | 0 | 1 | 2.6 | 0 | -1 | 104 | 3
O=C(c1ccccc1)N(Cc1ccccc1)c1ccccn1
→ 4 | -2 | 7 | -2 | -7 | -1.3 | -20 | 3 | 101 | -9
CC(=O)NC12CC3CC(C1)CC(C(=O)N1CCN(S(=O)(=O)c4ccccc4[N+](=O)[O-])CC1)(C3)C2
→ 11 | -3 | 2 | 0 | 3 | -0.5 | 6 | 1 | . | -6

The final 2 entries of the section before open the next one.
Each structure is followed by: Arrestin-AP2 inh | HTR5A ag | MOR-DOR inv ag | DAGLB inh | PKA-R2B activ | MOR-DOR ag | HTR5A inv ctr | V-ATPase pHluor | Pemphigus Ab inh | PKA-R1A activ
O=C(c1ccccc1)N(Cc1ccccc1)c1ccccn1
→ 4 | -2 | 7 | -2 | -7 | -1.3 | -20 | 3 | 101 | -9
CC(=O)NC12CC3CC(C1)CC(C(=O)N1CCN(S(=O)(=O)c4ccccc4[N+](=O)[O-])CC1)(C3)C2
→ 11 | -3 | 2 | 0 | 3 | -0.5 | 6 | 1 | . | -6
COCCCn1cnnc1SC(C)C(=O)Nc1ccc(S(=O)(=O)N2CCOCC2)cc1 (configuration not stated)
→ 15 | -3 | 1 | 0 | 4 | -0.3 | 15 | 2 | 114 | 7
O=C(Nc1ccccc1F)c1ccc(-n2cncn2)nc1
→ 33 | -3 | 17 | -2 | -2 | -3.0 | -33 | -3 | 108 | 3
O=C(O)c1cc2c(cc1NC(=O)c1ccccc1OC(F)F)OCCCO2
→ 2 | 3 | -4 | 0 | -3 | 0.5 | -9 | 0 | 89 | -6
C/C(=N\NC(N)=S)c1cccnc1
→ 36 | -6 | 12 | -2 | -6 | -2.4 | 16 | -2 | 121 | -4
O=C(Nc1ccc(Oc2ccccc2)cc1)C1CCN(c2ncccn2)CC1
→ 7 | 4 | 0 | -1 | 3 | 0.0 | 5 | 0 | 96 | -5
O=[N+]([O-])c1ccc(C=NN=Cc2ccc([N+](=O)[O-])cc2)cc1
→ -13 | 2 | 7 | 0 | 4 | -1.4 | -7 | 1 | 91 | -1
Cc1cccc(N=C2CCCC2C(=O)Nc2cccc(C)c2C)c1C (configuration not stated)
→ 5 | 5 | 20 | 1 | -2 | -4.2 | -20 | -1 | 108 | -2
O=C(CSc1ccccn1)Nc1ccc2[nH]c(=O)[nH]c2c1
→ 30 | 0 | 4 | -1 | 4 | -0.9 | 1 | 1 | . | -9

In the list so far, these have fluorine.
Each structure is followed by: Arrestin-AP2 inh | HTR5A ag | MOR-DOR inv ag | DAGLB inh | PKA-R2B activ | MOR-DOR ag | HTR5A inv ctr | V-ATPase pHluor | Pemphigus Ab inh | PKA-R1A activ
CCOC(=O)c1cc(C#N)c(N2CCCNCC2)nc1C(F)(F)F
→ -5 | 3 | 1 | -2 | -5 | -0.3 | -10 | 0 | . | 2
CC(C)Cn1c(=S)[nH]c2cc(C(=O)NCc3ccccc3F)ccc2c1=O
→ 13 | 3 | -18 | 1 | 4 | 4.5 | -24 | -4 | 96 | -2
O=C(NCCCN1CCN(c2ccccc2F)CC1)Nc1ccc(F)cc1
→ 22 | 1 | 12 | -2 | -3 | -2.7 | -4 | -1 | 115 | -2
Cc1c(NS(=O)(=O)c2cc(C(=O)Nc3ccc(F)cc3Cl)ccc2Cl)c(=O)n(-c2ccccc2)n1C
→ 1 | 2 | 0 | 1 | -12 | 0.0 | -16 | 2 | 106 | -8
O=C(CS(=O)(=O)c1cn(CC(=O)N2CCOCC2)c2ccccc12)NCc1ccc(F)cc1
→ 3 | 3 | 0 | 0 | 0 | -0.1 | -3 | -4 | 105 | -5
O=C(CCc1ccc(S(=O)(=O)N2CCOCC2)cc1)Nc1ccccc1F
→ 7 | -3 | 16 | -4 | -3 | -3.1 | 10 | 0 | 97 | -7
O=C(Nc1ccccc1F)c1ccc(-n2cncn2)nc1
→ 33 | -3 | 17 | -2 | -2 | -3.0 | -33 | -3 | 108 | 3
O=C(O)c1cc2c(cc1NC(=O)c1ccccc1OC(F)F)OCCCO2
→ 2 | 3 | -4 | 0 | -3 | 0.5 | -9 | 0 | 89 | -6
